TCR CD3 inh: human TCR-CD3 binding inhibition | TAMRA-labeled TCR probe fluorescence, biochemical | inhibition, % at 9.4 µM | hit rate 0.37% among 360,000; in the data active = inhibition above about 19%;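 also: recombinant mutant TCR 2C K166C tagged with TAMRA read by polarization; 0% = receptor in buffer alone and 100% = receptor with positive control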
SIAE primary: blocks human sialic acid acetylesterase | Q9HAT2 | SIAE FP-Rh probe binding, fluorescence polarization | inhibition, % at 9.66 µM | hit rate 0.69% among 370,000;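 active = inhibition above a cutoff: mean of compounds within the control limits plus 3 SD of those, cut at about 17% in these data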;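 also: 0% = plate median of compound wells and 100% = probe without SIAE protein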
PG9 binder: small molecules binding HIV-1 gp120 antibody PG9 | TR-FRET gp120-PG9 antibody binding | inhibition, % at 6.7 µM | hit rate 0.43% among 360,000; in the data active = inhibition above about 8.5%
HTRA1 inh: HTRA1 (human) protease inhibition; recombinant HTRA1, FP-rhodamine activity-based probe, fluorescence polarization; inhibition, % at 5.96 µM; hit rate 0.5% among 340,000; in the data active = inhibition above about 36%;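 also: 0% = enzyme with DMSO and 100% = wells lacking enzyme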
rCAG binder: binds r(CAG) RNA repeats | r(CAG) RNA repeat, TO-PRO-1 dye displacement fluorescence | inhibition, % at 3 µM | hit rate 1.3% among 370,000;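 active = inhibition above the plate cutoff, the mean of all test compounds on that plate plus 3 SD, cut at about 35% in these data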;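 also: 0% = DMSO alone and 100% = 100 µM mitoxantrone as full dye displacement; higher means more dye released from RNA so lower well fluorescence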
PRMT1 inh: blocks human protein arginine methyltransferase 1; recombinant PRMT1, activity-based probe fluorescence polarization; inhibition, % at 2.79 µM; AID 652257; Q99873; hit rate 1.3% among 370,000;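 active = inhibition above about 21% made by adding two undisclosed values, limit read from the data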
Target sequence (Q99873 whole entry, looked up): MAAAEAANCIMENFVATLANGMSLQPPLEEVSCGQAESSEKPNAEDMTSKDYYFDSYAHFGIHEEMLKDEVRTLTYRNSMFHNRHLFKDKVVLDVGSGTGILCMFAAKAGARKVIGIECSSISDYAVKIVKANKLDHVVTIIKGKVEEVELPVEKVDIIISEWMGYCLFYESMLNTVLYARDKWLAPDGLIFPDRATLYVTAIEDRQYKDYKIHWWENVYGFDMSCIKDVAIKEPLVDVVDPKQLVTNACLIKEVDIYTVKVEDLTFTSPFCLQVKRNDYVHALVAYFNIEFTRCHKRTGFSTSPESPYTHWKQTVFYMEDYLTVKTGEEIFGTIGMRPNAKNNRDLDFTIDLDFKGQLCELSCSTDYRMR
mABHD4 FP: ABHD4 (mouse) inhibition, primary FP screen; hit rate 0.54% among 370,000; purified mABHD4, FP-Rh probe fluorescence polarization; Q8VD66; inhibition, % at 8.92 µM;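 active = inhibition exceeding the mean over every tested compound plus 3 SD, cut at about 30% in these data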;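 also: 0% = plate median of compound wells and 100% = S159A mutant with DMSO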
Target sequence (Q8VD66 whole entry, looked up): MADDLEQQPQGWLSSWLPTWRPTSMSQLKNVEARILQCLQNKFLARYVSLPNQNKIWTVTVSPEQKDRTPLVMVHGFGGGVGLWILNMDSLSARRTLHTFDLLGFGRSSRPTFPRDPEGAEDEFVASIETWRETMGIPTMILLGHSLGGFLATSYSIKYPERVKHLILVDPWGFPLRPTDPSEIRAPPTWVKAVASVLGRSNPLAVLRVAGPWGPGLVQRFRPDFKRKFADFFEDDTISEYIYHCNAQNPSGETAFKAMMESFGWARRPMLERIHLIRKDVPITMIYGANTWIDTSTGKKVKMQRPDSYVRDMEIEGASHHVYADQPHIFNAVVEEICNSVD
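Assay system: mABHD4 protein; medium: HEPES pH 7.0, NaCl, Pluronic buffer; dosing: 8.92 µM, single dose; schedule: 45 min + 60 min at 25 °C; signal: FP readout, ex 525 nm / em 598 nm; read-out: normalized percent inhibition of probe labeling; repeats: single replicate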
LEDGF integ inh: blocks HIV-1 LEDGF/p75-dependent DNA integration; AID 743269; hit rate 0.64% among 370,000; TR-FRET IN-LEDGF/p75 DNA integration, Eu/Cy5; inhibition, % at 3.7 µM;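 active = inhibition above the screen-wide mean plus 3 SD, cut at about 13% in these data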;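 also: signal is the Cy5 over europium emission ratio at 671 and 618 nm; 0% = plate median of compound wells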
Rev-erbA mod: modulators of human Rev-erb alpha DNA binding; Rev-erbα–FITC-DNA binding, fluorescence polarization, 90 min; activity, % at 10 µM; hit rate 0.79% among 370,000; AID 1259318;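 active = activity above about 14%, limit read from the data; passing the limit was not always enough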;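 also: 0% = DMSO wells with 35 nM protein and 100% = DMSO wells with 750 nM protein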
TDP2 absorb: TDP2 (human) inhibition, absorbance primary screen; O95551; recombinant TDP2, T5PNP hydrolysis, p-nitrophenol absorbance 415 nm; inhibition, % at 12.8 µM; hit rate 0.34% among 370,000;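 active = inhibition above the mean of all tested compounds plus 3 SD, set per campaign, cut at about 25% in these data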;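 also: 0% = DMSO with enzyme and 100% = buffer with substrate but no TDP2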
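Material: recombinant human TDP2; quantity: TDP2 enzyme at 120 nM final; medium: Tris-HCl pH 7.5 with MgCl2; compound: single concentration, 12.8 µM nominal, with 1% DMSO; incubation: 2 h enzyme incubation at 37 °C; signal: epi absorbance; measure: percent inhibition; benchmarks: high control without enzyme, low control DMSO plus TDP2; repeats: singlicate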
Numbers without * were called inactive; nt = no result given.

SMILES	TCR CD3 inh	SIAE primary	PG9 binder	HTRA1 inh	rCAG binder	PRMT1 inh	mABHD4 FP	LEDGF integ inh	Rev-erbA mod	TDP2 absorb
COc1ccc(N=C2S/C(=C\c3ccco3)C(=O)N2CC(C)C)cc1	9	2	0.7	3	9	1	3	-3	2	-1
CC(NC(=O)c1ccc2c(c1)OCO2)C(c1cccs1)N1CCN(c2ccccc2)CC1 (stereo not given)	-10	-8	0.9	-5	6	6	2	-5	1	-3
CC(C)NC(=S)NC1(C)CCS(=O)(=O)C1 (stereo not given)	3	-1	-2.6	0	0	0	0	5	0	3
Fc1cc(F)c2nc(N3CCOCC3)sc2c1	5	-5	-0.2	2	2	-5	1	-1	-6	3
CCOC(=O)c1c(SCC(=O)Nc2nc(C)cs2)nc(=O)[nH]c1C	8	-3	-1.5	5	1	-1	2	0	4	2
Cc1ccc(CNc2nc3ccccc3n3nnnc23)cc1	-4	6	1.7	3	-2	5	6	4	115*	5
N=C1S/C(=C\c2ccc(-c3cccc(Cl)c3)o2)C(=O)N1c1nccs1	0	4	-1.1	25	15	-4	9	-1	-32	4
CCc1ccc(-n2c(=O)c3ccc(C(=O)NCCc4ccccc4)cc3n(CC(N)=O)c2=O)cc1	-9	-2	0.4	7	-2	1	4	-6	-2	0
Cc1cc(Cl)ccc1OCC(=O)Nc1cccc(S(=O)(=O)NC2=NCCCCC2)c1	1	-4	-1.6	-13	-4	-1	-2	-2	1	-15
O=C(COc1ccc(Cl)cc1)NCc1nnc(SCC(=O)NCCc2ccccc2)o1	-1	3	-0.1	-4	-6	-3	-5	3	3	-6
CC(=O)Nc1ccc(S(=O)(=O)NCCNC(=O)c2ccccc2F)cc1	4	0	1.0	3	1	0	-3	2	-4	-3
O=C(NCc1cccnc1)C1c2ccccc2C(=O)N1C1CCCC1 (stereo not given)	-7	-3	-0.1	1	1	1	-1	-4	-1	-2
CC(C)CNC(=O)COC(=O)c1c2c(nc3ccccc13)CCC2	1	-3	-1.1	0	15	-1	4	0	0	21
CCN(CC)C(=O)COc1ccc2oc(C)c(C(=O)OC)c2c1	0	3	0.5	-4	-9	-1	4	1	-3	18
CN1C(=O)C(C)(C)c2cc(S(=O)(=O)N3CCC(C(=O)NCc4ccc(Cl)cc4)CC3)ccc21	7	0	-0.4	8	-4	-5	0	1	-9	-3
CCOc1cc(C(=O)N(C)Cc2cc3cc(OC)ccc3[nH]c2=O)cc(OCC)c1OCC	5	1	0.3	6	-7	-2	3	3	-8	9
Cc1csc(SCC(=O)N(c2ccccc2)C(C)C)n1	-3	-6	-0.7	0	-1	-3	-4	3	-5	0
O=C(Nc1cc(N2CCOCC2)ncn1)c1ccccc1	-3	-3	0.7	-1	0	-5	4	-1	-24	6
COc1ccc(/C=N/NC(=O)c2nnn(-c3nonc3N)c2C)cc1OC	2	3	0.4	3	3	0	-2	-4	-4	-4
O=C1c2ccccc2C(=O)C1Cc1cccc2ccccc12	6	11	-0.7	-2	7	3	9	0	-3	15
O=C(CN1CCN(S(=O)(=O)c2ccc(F)cc2)CC1)NCC1(N2CCOCC2)CCCCC1	1	11	-0.8	7	0	-1	1	0	4	-12
O=C(COc1cc(Cl)ccc1Cl)Nc1ccc2c(c1)CCC2	-8	0	-0.9	0	4	4	-5	1	3	-8
CC(NC(=O)C(=O)NCCc1c[nH]c2ccccc12)c1ccccc1 (stereo not given)	2	-1	0.1	4	-7	-2	1	-3	4	11
CCc1cccc(CC)c1NC(=O)COC(=O)Cc1ccsc1	-2	-2	1.7	-3	-3	3	-10	-1	-2	6
O=S(=O)([N-]c1nc2ccccc2nc1-[n+]1ccc(-c2ccncc2)cc1)c1ccccc1	-1	1	0.8	7	-53	22*	1	2	1	-2
COc1ccc(N(C(=O)c2snc(C(N)=O)c2N)C(C(=O)NCc2ccccc2)c2ccc(F)cc2)c(OC)c1 (stereo not given)	3	-6	-0.1	-19	2	0	-5	-1	-3	9
CSCCC(C(=O)Nc1c(C)cccc1C)N1CCN(c2ccc(F)cc2)CC1 (stereo not given)	-6	-2	0.9	nt	3	2	4	-3	-2	8
CCC(=O)Nc1cccc(-n2nnnc2SCC(=O)NCc2ccco2)c1	-4	8	0.8	-6	1	4	11	0	-5	10
COc1ccc(Cl)cc1NC(=O)CN(C)C(=O)COc1ccccc1F	5	0	0.0	-21	-1	-4	-9	-4	0	2
O=C1Nc2ccccc2O/C1=C\c1c(F)cccc1Cl	3	-4	0.5	-2	4	0	-6	-2	1	2
COc1ccc(O)c(C(c2c(C)[nH][nH]c2=O)c2c(C)[nH][nH]c2=O)c1	-1	8	-1.6	23	-2	3	11	22*	-2	73*
N#C/C(=C/c1ccc(N2CCCC2)c([N+](=O)[O-])c1)c1nc2ccccc2[nH]1	1	6	1.9	4	1	4	18	5	-1	4
CCOC(=O)N1CCC(N2CC34C=CC(O3)C(C(=O)Nc3ccc(C(C)C)cc3)C4C2=O)CC1 (stereo not given)	-4	6	0.2	-2	-6	2	-1	1	-1	1
CCc1onc(C)c1C(=O)Nc1ccc2c(c1)OCO2	-3	12	-0.7	6	1	-2	0	0	2	8
CC(=O)C1=C(O)C(=O)N(c2ccccn2)C1c1ccc(Cl)cc1 (stereo not given)	-4	11	2.2	-3	2	-4	1	2	0	3
Cc1ccc(CNS(=O)(=O)c2cn(C)c(=O)n(C)c2=O)cc1	-9	-4	-1.9	6	1	-1	9	0	0	2
CC(C)c1nc(SCC(=O)Nc2cccc(S(N)(=O)=O)c2)n[nH]1	-1	4	-0.3	8	4	0	-2	-4	1	-4
O=C(Nc1ccc2c(c1)OCO2)Nc1cnccn1	-7	8	-0.3	2	-1	4	7	2	-1	12
COc1cccc(CNC(=O)C2CCN(S(=O)(=O)c3ccc4c(c3)CC(C)N4C(C)=O)CC2)c1 (stereo not given)	-3	-4	-1.6	-8	-2	2	0	1	-4	6
Cn1cc(SCC(=O)N2CCOCC2)c2ccccc21	-6	4	-0.7	7	1	2	11	2	-4	12
O=S1(=O)c2c(cccc2N2CCSCC2)Oc2ccccc2CN1Cc1cn(Cc2ccccc2C(F)(F)F)nn1	nt	-11	nt	nt	9	-2	-12	7	0	-7
NC(c1ccccc1)c1csc(NC(=O)Nc2cccc(Cl)c2)n1 (stereo not given)	-2	2	1.3	nt	48*	4	16	8	0	6
O=C(COC(=O)CCN1C(=O)c2cccc([N+](=O)[O-])c2C1=O)NCc1ccccc1	1	-1	-1.1	-2	0	2	4	-4	3	-2
COc1ccc(CNC(=O)C2CCCN(C(=O)Nc3ccc(OC)cc3)C2)cc1 (stereo not given)	2	0	-0.2	3	-2	-1	-2	1	-10	8
FC(F)(F)c1ccc(N/N=C/c2cccnc2)nc1	3	2	0.7	-5	-1	-1	-4	2	-3	17
C=CCSC(=C(C#N)C#N)c1cc2c([nH]1)CCCC2	0	-2	0.4	-8	6	5	3	-3	3	2
COc1ccc(Cn2c(C(C)C)nc3sc4ccccc4c(=O)c3c2=O)cc1	-3	5	-0.1	-7	2	0	-5	0	0	1
O=C1CC(c2ccccc2)Oc2cc(O)cc(O)c21 (stereo not given)	-7	1	-0.2	-3	3	3	-2	-1	-4	-2
COc1cc(S(=O)(=O)NC2CCCC2)ccc1Cl	3	-4	-1.5	-6	-4	1	1	-2	1	3
CCOC(=O)N1CCN(CCC(=O)c2ccc(Br)cc2)CC1	10	0	1.3	1	1	5	6	0	4	-1
CS(=O)(=O)Nc1cccc(C2=NN(S(=O)(=O)c3ccc(F)cc3)C(c3cccs3)C2)c1 (stereo not given)	2	-15	-4.0	-7	8	-2	5	3	5	2
O=C(c1cccc([N+](=O)[O-])c1)N1CCN(S(=O)(=O)N2CCCCC2)CC1	3	-3	-0.8	5	-2	1	2	-4	-5	4
Cc1ccc(NCc2nnc(SCCN3CCCCC3)n2CC2CCCO2)cc1Cl (stereo not given)	8	0	-1.0	3	-9	-3	-3	-1	-1	-2
CC1CCN(CC(=O)Nc2ccc(S(=O)(=O)NC3CC3)cc2)CC1	0	5	2.1	7	-5	4	6	-1	-1	15
C/C(=N\NC(=O)c1nonc1N)c1cccs1	3	10	-2.2	4	2	-1	-5	0	-3	-15
Cc1cc(C)n(S(=O)(=O)c2ccccc2)n1	-1	2	-0.1	4	-3	1	-4	-2	-2	10
O=C(NCC1CCCO1)C1CCN(C2CCN(C(=O)C3CCCCC3)CC2)CC1 (stereo not given)	2	5	-1.3	2	-3	-3	2	4	1	-6
CC(NC(=O)Cn1cc2c(n1)CCCCC2)c1ccccc1 (stereo not given)	-4	-9	0.2	1	0	-5	-7	0	1	10
O=C(Nc1cccc(Cl)c1)OC1CCC12CCC(c1ccccc1)CC2 (stereo not given)	nt	-16	nt	nt	0	-6	-27	4	-3	5
COC(=O)[C@H](CCSC)NC(=O)N1CCC(C)CC1	11	-2	-1.3	-4	1	-3	-6	2	2	-2
New compounds follow
SMILES	TCR CD3 inh	SIAE primary	PG9 binder	HTRA1 inh	rCAG binder	PRMT1 inh	mABHD4 FP	LEDGF integ inh	Rev-erbA mod	TDP2 absorb
COC(=O)C(C(=O)OC)C(CC(=O)c1ccc(Br)cc1)c1ccccc1 (stereo not given)	1	0	-0.7	-11	-2	3	-7	0	1	6
C[C@@H](NCCc1ccc(O)cc1)[C@@H](O)c1ccc(O)cc1	4	-4	0.6	-1	2	-4	-3	1	3	7
COc1ccc(CNC(=O)COC(=O)CCOc2ccc(C)cc2)cc1OC	-1	-3	-0.4	2	-3	2	-3	2	3	-8
CCCN(CCC)CCNC(=O)C1CC(=O)N(c2ccc(OC)cc2)C1c1ccc(OC)cc1 (stereo not given)	5	3	-1.6	1	-9	-3	-10	2	-3	0
Cc1ccc(NC(=O)[C@@H](CC(C)C)NC(=O)[C@@H]2Cc3ccccc3CN2)cc1	3	-6	-0.3	-7	-2	-3	-4	2	0	-5
COc1cccc(NC(=O)C2CCCCC2)c1	2	-2	-1.2	-6	1	-3	1	1	-4	9
CC(C)(C)C(=O)OC12CCCN(C1)/C(=C/c1cccnc1)C2 (stereo not given)	nt	1	nt	nt	1	-4	-7	5	6	-6
Cc1cc(NC(=O)CNC(=O)C2CCCCC2)no1	3	-6	-2.4	2	0	-1	-5	3	-3	4

Compound activity as filed in PubChem.

These rows are one share of the data; rates above refer to the full screens.
